# IDH1 R132H inh: human IDH1 R132H inhibition. O75874. IDH1-R132H enzyme, NADPH consumption, diaphorase/resazurin fluorescence. Potency, µM (doses to about 76.6 µM), without a hit: top-dose activity change, negative = inhibition, most hits filed as inhibitors. hit rate 0.093% among 390,000. AID 602179; also: potency is read from the fitted curve at half-maximal effect; % is scaled to controls: 0 for no effect and ±100 for the full control effect; nearly all actives have a fitted effect of over 65% in size
#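 IDH1-R132H (0.5 ug/mL) preincubated 30 min with compound, then NADPH (0.016 mM) and alpha-KG (2 mM) added; 80 min at RT, pH 7.5. Remaining NADPH coupled via diaphorase/resazurin to fluorescence (540/590 nm); concentration-response curves normalized to no-enzyme control.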
# D2 antag: antagonizes the human D2 dopamine receptor; P14416; HEK293 TREx D2 cells, calcium flux, dopamine EC80; inhibition, % at 10 µM; hit rate 2% among 340,000; AID 485344; in the data active = inhibition above about 30%; also: 0% is about no effect
# Target sequence (P14416 whole entry, looked up): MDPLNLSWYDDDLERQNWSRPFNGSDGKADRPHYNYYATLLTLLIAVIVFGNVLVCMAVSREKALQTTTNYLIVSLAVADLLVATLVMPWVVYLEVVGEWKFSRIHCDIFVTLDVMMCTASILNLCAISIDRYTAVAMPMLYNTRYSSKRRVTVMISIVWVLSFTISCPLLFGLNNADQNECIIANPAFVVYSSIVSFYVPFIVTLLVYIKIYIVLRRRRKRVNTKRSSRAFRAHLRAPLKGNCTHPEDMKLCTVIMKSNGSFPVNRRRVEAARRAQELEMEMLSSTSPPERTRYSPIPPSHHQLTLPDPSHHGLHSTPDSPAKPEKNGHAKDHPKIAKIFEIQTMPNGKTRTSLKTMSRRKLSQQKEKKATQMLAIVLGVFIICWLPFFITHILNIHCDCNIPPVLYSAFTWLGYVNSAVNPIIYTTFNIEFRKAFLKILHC
#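 Cells plated overnight at 30 C with tetracycline; no-wash calcium dye, 30–90 min RT; 10 s baseline; compound pinned; 180 s read; EC80 dopamine added; another 180 s read.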
# TrxR1 inh: rat TrxR1 inhibition | O89049 | recombinant rTrxR1, NADPH fluorescence consumption, selenite substrate | Potency, µM (top dose mostly 114 µM), for the others: at the highest dose activity change, negative = inhibition, most hits filed as inhibitors | hit rate 1% among 390,000 | AID 588453; also: potency is read from the fitted curve at half-maximal effect; % is scaled to controls: 0 for no effect and ±100 for the full control effect; nearly all actives have a fitted effect of over 65% in size
#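 Rat TrxR1 (90 nM in the dispensed reagent) was pre-reduced with 400 uM NADPH for 5 min at room temperature, then incubated with compound for 15 min. After 400 uM selenite was added, NADPH fluorescence (Ex 340/Em 450 nm) was followed for 8 min.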
# USP1-UAF1 inh: USP1/UAF1 (human) deubiquitinase inhibition; hit rate 0.23% among 390,000; O94782; recombinant USP1/UAF1, Ub-Rhodamine cleavage fluorescence; Potency, µM (top dose mostly 57.1 µM), for the others: at the highest dose activity change, negative = inhibition, usual class: inhibitors; AID 743255; also: potency is read from the fitted curve at half-maximal effect; % is scaled to controls: 0 for no effect and ±100 for the full control effect; nearly all actives have a fitted effect of over 60% in size; inactives centre near -12
#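 USP1/UAF1 complex (1 nM) preincubated 15 min at room temperature with compound, then Ub-Rho substrate (150 nM final) added. Kinetic fluorescence at 480/540 nm over 6 reads at 60 s intervals; 50 mM HEPES pH 7.8, 0.5 mM EDTA, 0.1 mg/ml BSA, 1 mM TCEP, 0.01% Tween-20.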
# D2 ag: agonists of human D2 dopamine receptor; AID 485358; HEK293 T-REx D2 cells, calcium flux agonist mode; activation, % at 2 µM; P14416; hit rate 0.53% among 340,000;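 active = activation over 3 SD above normal in the single-dose calcium agonist read, cut at about 30% in these data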; also: 0% is about no effect
#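 Agonism scored from kinetic calcium signal (1 read/sec, 180 s) following compound pin transfer, after a 10 s baseline. Cells: HEK293 Trex line expressing inducible D2 receptor coupled to calcium, dye-loaded after overnight culture at 30 C.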
# TRHR PAM: TRH receptor (human) allosteric enhancement; hit rate 0.66% among 360,000; P34981; TRHR cells, fluo-8 calcium fluorescence, EC20 TRH enhancement; enhancement, % at 2 µM; in the data active = enhancement above about 30%; also: 0% is about no effect
#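 Enhancer read-out: after compound pinning and an initial kinetic agonist-mode read, an EC20 of TRH (10 nM final) was injected and fluo-8 calcium signal (Ex 480/Em 530) followed at 1 s/cycle for 100 cycles in TRHR-expressing cells.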
# TRHR agonist: activates the human TRH receptor; hit rate 0.18% among 360,000; TRHR cells, calcium flux fluo-8, FDSS agonist mode; P34981; activation, % at 2 µM; AID 493084; in the data active = activation above about 30%; also: 0% is about no effect
#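 In this calcium-flux screen, cells bearing human TRHR are dye-loaded with fluo-8, baselined for 10 cycles, then exposed to library compounds; positive kinetic calcium responses during the agonist phase mark hits, with TRH as control.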
# PI4K2A block: PI4K2A (human) kinase inhibition; Q9BTU6; purified PI4K2A, ADP-Glo luminescence, 1 h; active compounds read low; activity change, negative = inhibition, % at 76.9 µM; hit rate 0.13% among 420,000; AID 1346378; in the data active = activity change below about -50%; inconclusive = mostly about -30% to -49%;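 also: -100% = wells without enzyme as full effect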
# Target sequence (Q9BTU6 whole entry, looked up): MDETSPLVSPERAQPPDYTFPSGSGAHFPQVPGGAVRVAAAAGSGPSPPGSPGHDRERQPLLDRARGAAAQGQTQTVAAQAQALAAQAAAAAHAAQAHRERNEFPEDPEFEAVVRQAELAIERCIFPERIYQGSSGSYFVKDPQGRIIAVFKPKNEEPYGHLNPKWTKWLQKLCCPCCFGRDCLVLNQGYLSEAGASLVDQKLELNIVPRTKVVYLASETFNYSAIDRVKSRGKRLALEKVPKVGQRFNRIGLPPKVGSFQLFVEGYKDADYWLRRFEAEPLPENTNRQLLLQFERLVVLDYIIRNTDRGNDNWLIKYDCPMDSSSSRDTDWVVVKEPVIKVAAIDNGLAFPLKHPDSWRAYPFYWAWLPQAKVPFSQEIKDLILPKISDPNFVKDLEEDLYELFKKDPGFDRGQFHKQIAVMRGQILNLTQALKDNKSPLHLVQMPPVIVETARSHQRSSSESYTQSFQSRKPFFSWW
#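 Compounds are screened against recombinant PI4K2A using PI as substrate and ATP, the latter dispensed at 300 microM. Reactions run one hour at ambient temperature before ADP-Glo detection; full inhibition defined by wells lacking enzyme.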
# TrxR1 substrate: rat thioredoxin reductase 1 substrate activity; O89049; purified TrxR1 substrate turnover, NADPH consumption readout; Potency, µM (top dose mostly 114 µM), inactives show at the highest dose activity change, negative = substrate turnover; hit rate 0.01% among 390,000; also: potency is read from the fitted curve at half-maximal effect; % is scaled to controls: 0 for no effect and ±100 for the full control effect; nearly all actives have a fitted effect of over 50% in size
#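 Rat TrxR1, dispensed at 90 nM, was prereduced with 400 uM NADPH (final) for 5 min at ~22 deg C, then incubated with compound 15 min before 400 uM selenite. A first-read NADPH fluorescence drop versus no-compound background flagged substrates.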
# An asterisk follows results filed as active; ? = inconclusive; · = no result given; & = joins results of further samples; [ ] = another dose, or the depositor's remark. Unless noted, calls follow the shape of the dose curve; as a rule, active = well fitted inhibition curve with a large enough effect; inconclusive = small, poorly fitted or top-dose-only effect; inactive = no such curve, though single readings can be large or run the other way. The list is partial; count on the stated rates, not on these rows.
SMILES,IDH1 R132H inh,D2 antag,TrxR1 inh,USP1-UAF1 inh,D2 ag,TRHR PAM,TRHR agonist,PI4K2A block,TrxR1 substrate
CC(=O)OC1=CC[C@H]2[C@@H]3CC[C@H]4C[C@H](OC(C)=O)[C@@H](OC(C)=O)C[C@]4(C)[C@H]3CC[C@]12C,23%,-5,7%[57.1 µM],-12%,0.6,-4,-0.1,-3,-10%[57.1 µM]
COC(=O)C1=C(c2ccccc2OCc2ccccc2)C[C@@H]2CC[C@H]1N2C(=O)NCCOc1ccc(OC)cc1,13%,17,-5%[57.1 µM],-5%,0.7,-4,0.8,-3,1%[57.1 µM]
c1ccc(CCn2nnnc2CN2CCC(n3nnc4ccccc43)CC2)cc1,1%,14,8%,-17%,0.3,-14,0.1,1,1%
CCc1sc(N(C(=O)Cc2ccccc2)c2ccc(F)cc2)nc1-c1ccccc1,10%,·,-2%,-8%,·,2,0.0,-2,-9%
CN(C)C(=O)Oc1cc(OC(=O)N(C)C)cc(C(O)CNC(C)(C)C)c1 (stereo unspecified),13%&9%,1&-6,2%&-1%,?,-1.2&-0.7,3&2,0.5&-0.7,-5&-2&-1,-2%&-1%
CCOP1(=O)C=C(Sc2ccc([N+](=O)[O-])cc2[N+](=O)[O-])C(C)(C)O1 (stereo unspecified),2%,·,14µM*,-15%,·,·,·,23,-16%
CC1CNCCN1c1ccc(Cl)cc1 (stereo unspecified),4%,·,-1%[11.4 µM],-14%,·,·,·,-3,-5%[11.4 µM]
O=C(OCC(=O)c1ccc([N+](=O)[O-])cc1)/C(=C/c1ccc(Cl)cc1)NC(=O)c1ccccc1,13%,27,-7%,-22%,-1.0,-5,-2.6,19,-3%
N#CC1=C(N)Oc2c(c(=O)oc3ccccc23)C1c1ccc(OC(=O)N2CCOCC2)cc1 (stereo unspecified),-1%,1,12%,-16%,-0.4,-9,9.7,1,2%
CCCCn1c(O)c(C(C)=Nc2ccc(C(=O)O)cc2)c(=O)[nH]c1=O,1%,-1,8%,-2%,-0.2,-2,0.4,-5,4%
O=C(Nc1ccc(F)c([N+](=O)[O-])c1)N1C[C@H]2C[C@@H](C1)c1cccc(=O)n1C2,-10%,-3,12%,-11%,0.7,4,-0.1,5,-2%
O=C(CNC(=O)c1cccc(Cl)c1)Nc1ccc(Br)cc1C(=O)c1ccccc1,-1%,9,7%,-21%,0.9,-3,0.8,-5,0%
CCOC(=O)CSc1ccc(C(=O)N2CCC3(CC2)OCCO3)cc1[N+](=O)[O-],-2%,13,13%,-7%,0.9,7,0.5,4,-3%
O=C(/C=C/c1ccccc1)c1c(O)n(CCc2ccccc2)c(=O)[nH]c1=O,2%,-1,?,-14%,-1.2,-3,-1.3,-3,-15%
O=C(Nc1ccc(Br)cc1)N1C[C@H]2C[C@@H](C1)c1cccc(=O)n1C2,-10%,20,-3%,-15%,7.2,-8,-0.2,1,1%
Cc1cc(OCC(=O)N2CCC(C(N)=O)CC2)c2c3c(c(=O)oc2c1)CCCC3,-13%,-3,11%,-15%,0.0,11,0.5,0,47%[activator]
CC(C)N1C(=O)CC2(CC[N+](C)(CCOC(=O)C(O)(c3ccccc3)c3ccccc3)CC2)C1=O (stereo unspecified),5%,-24,17%,-23%,-0.4,-8,-0.3,3,-5%[57.1 µM]
CCCCn1c(NS(=O)(=O)c2ccccc2)c(C(=O)OCC)c2nc3ccccc3nc21,3%,0,?,22µM*,0.1,13,-0.3,-1,315%[activator]
CCC(=NCC1CCCO1)c1c(O)n(-c2ccccc2)c(=O)[nH]c1=O (stereo unspecified),6%,-9,-13%,2%,0.0,3,-0.2,7,-15%
O=P(Oc1ccccc1)(Oc1ccccc1)C(Nc1ccccc1)c1ccccc1 (stereo unspecified),4%,-8,-1%,3%,0.3,-9,0.4,4,-7%
COCCCn1c(N)c(C(=O)OC(C)COC)c2nc3ccccc3nc21 (stereo unspecified),1%,43*,47%[activator][57.1 µM],-11%,-0.8,-1,-2.3,4,292%[activator][57.1 µM]
COc1ccc(CN2CCCC(C(=O)c3sccc3C)C2)cc1O (stereo unspecified),6%,41*,26%,-18%,0.5,4,-0.1,-19,2%
Cc1cccc(C(=O)NC(Oc2ccccc2)C(Cl)(Cl)Cl)c1 (stereo unspecified),-3%,-14,-7%,-7%,0.2,-5,1.0,0,-8%
CP(=O)(O)CCCN,4%,2,18%,-7%,-0.4,1,-0.1,-2,12%
Cc1[nH]c2ccccc2c1CCCNC1CCCCC1,2%,39*,-15%,-4%,1.2,-3,2.1,-1,-9%
Cc1cc2ccccc2c(=O)n1CC(=O)NCC(=O)N1CCC2(CC1)OCCO2,7%,·,18%[57.1 µM],-16%,·,11,0.6,1,-6%[57.1 µM]
N#C/C(=C\c1ccc(O)cc1)C(=O)O,-1%,·,-16%,1%,·,·,·,-3,-14%
COC(=O)C1=C(c2ccc3ccccc3c2)C[C@@H]2CC[C@H]1N2C(=O)NCc1ccc(C(F)(F)F)cc1,-5%,12,33%[57.1 µM],5%,-0.2,13,1.1,-2,5%[57.1 µM]
C[n+]1ccc(-c2cc[n+](C)cc2)cc1,-6%,·,?,-6%,·,·,·,-3,-6%
O=C(NCCc1ccc(Cl)cc1)c1ccc(Nc2nc3ccccc3n3nnnc23)cc1,-14%,·,10%,-8%,0.9,-3,1.7,-4,44%[activator]
COC1C(O)C(C)OC(OC2CCC3(C)C(CCC4C3C(O)CC3(C)C(C5=CC(=O)OC5)CCC43O)C2)C1O (stereo unspecified),1%,·,2%,2%,·,·,·,-2,-3%
CCCc1nnc(NC(=O)CCC(=O)N2CCN(Cc3ccc(OC)c(F)c3)CC2)s1,-10%,0,?,-18%,-0.3,-9,-0.6,8,-12%
Nc1cc(Cl)c2nonc2c1[N+](=O)[O-],-9%,2,?,-22%,-0.8,-3,0.5,-11,10%[57.1 µM]
Cc1ccc[n+](CC(O)Cn2c3ccccc3c3ccccc32)c1 (stereo unspecified),-2%,1,21%,6%,-1.0,4,0.1,-8,14%
O=C(O)CCn1cc(C=C2C(=O)NC(=O)NC2=O)c(-c2ccc(Br)cc2)n1,1%,-9,?,-13%,-1.1,6,-2.7,-27,-9%
O=c1[nH]c(=S)n(CCC2=CCCCC2)c(O)c1C=NCCCn1ccnc1,2%,5,0%,1%,-0.6,2,-0.3,2,-6%
Nc1c(C(=O)Nc2ccc(OC(F)(F)F)cc2)sc2nc3c(cc12)N1CCC3CC1,2%,·,42%[activator],?,0.4,-9,-0.6,-1,94%[activator]
O=C(C(Cc1ccccc1)NS(=O)(=O)c1ccc(F)cc1)N1CCC2(CC1)OCCO2 (stereo unspecified),4%,11,16%[57.1 µM],-7%,-0.4,3,-2.2,-5,11%[57.1 µM]
CC1CN(c2ccccc2)NC1=O (stereo unspecified),26%,·,11%[57.1 µM],?,·,2,-0.4,3,7%[57.1 µM]
N#CC1=C(N)Oc2c(c(=O)sc3ccccc23)C1c1ccncc1 (stereo unspecified),1%,2,18%[57.1 µM],-17%,-0.6,2,-1.6,-1,-5%
O=[N+]([O-])c1ccc(N2CCCC2)c2ncccc12,0%,13,9%,1%,-0.5,-4,0.4,5,-4%
Cc1ccc(-n2c(O)c(/C=N/NC(=O)c3ccncc3)c(=O)[nH]c2=O)cc1C,8%,3,-17%,-14%,-1.7,-5,-0.4,-4,-5%
CCn1cc(CN2CCCC(C(=O)c3cccc(OC)c3)C2)c(C)n1 (stereo unspecified),-3%,-7,5%[57.1 µM],-23%,0.8,9,0.8,8,2%[57.1 µM]
Cc1ccc(Cn2nc(C)c(C=O)c2Cl)cc1,-1%,-3,17%[57.1 µM],-11%,0.7,-6,-0.8,-4,4%
CC(C)(C#CCCCCC#CC(C)(C)[N+](C)(C)C)[N+](C)(C)C,·,6,·,·,0.2,9,0.5,·,·
Cc1ccccc1C(=O)N1CC1C (stereo unspecified),3%,·,-10%,-16%,·,·,·,2,-7%
CCCNC(=O)c1c(N)n(CC2CCCO2)c2nc3ccccc3nc12 (stereo unspecified),7%,-8,26%,?,-1.4,9,-0.4,-9,197%[activator]
CCN1CCN(Cc2ccc(C)cc2)CC1,1%,-16,14%,-16%,0.0,10,0.3,0,4%

# Quoted at random: three entries already listed, in no set order.
SMILES,IDH1 R132H inh,D2 antag,TrxR1 inh,USP1-UAF1 inh,D2 ag,TRHR PAM,TRHR agonist,PI4K2A block,TrxR1 substrate
CCN1CCN(Cc2ccc(C)cc2)CC1,1%,-16,14%,-16%,0.0,10,0.3,0,4%
Cc1ccccc1C(=O)N1CC1C (stereo unspecified),3%,·,-10%,-16%,·,·,·,2,-7%
Cc1ccc(Cn2nc(C)c(C=O)c2Cl)cc1,-1%,-3,17%[57.1 µM],-11%,0.7,-6,-0.8,-4,4%

# The listing continues:
SMILES,IDH1 R132H inh,D2 antag,TrxR1 inh,USP1-UAF1 inh,D2 ag,TRHR PAM,TRHR agonist,PI4K2A block,TrxR1 substrate
COC(=O)C1=C(c2ccc(F)cc2F)C[C@@H]2CC[C@H]1N2C(=O)NCCO,-3%,-17,24%[57.1 µM],-29%,-0.2,1,-0.5,1,10%[57.1 µM]
Cc1ccc2c(c1)C1CN(C)CCC1N2C(=O)Cn1nnc(-c2ccccc2F)n1 (stereo unspecified),6%,-11,0%[57.1 µM],-27%,0.7,2,0.5,-6,-7%[57.1 µM]
CCC(C)n1c(O)c(/C=N/N2CCOCC2)c(=O)[nH]c1=S (stereo unspecified),4%,-10,-4%[57.1 µM],-17%,0.4,7,0.9,-4,-25%[57.1 µM]
CCOc1cc2[nH]c(=S)n(CCCC(=O)N3CCC4(CC3)OCCO4)c(=O)c2cc1OCC,3%,4,3%,-25%,-1.4,-2,-1.3,-2,0%
